# Screening results as filed in PubChem BioAssay.
# MmCpn inh – M. maripaludis TRiC chaperonin inhibition. AID 504842. Potency, µM (titrated, usually from 76.9 µM), without a hit: at the highest dose activity, negative = inhibition, usual class: inhibitors. purified Mm-Cpn ATPase, ADP Transcreener TR-FRET. 0.031% of 330,000 active; further: potency means the concentration at half of the fitted maximal effect; on the % scale 0 is the no-effect control and ±100 the full control effect; nearly all actives have a fitted effect of over 80% in size
#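 ATPase read-out: TR-FRET ADP immunoassay (anti-ADP Eu cryptate vs ADP-d2), ex 320 nm, em 590/665 nm; signal drops as ADP forms. Enzyme 25 nM, ATP 10 uM, 30 min at 37°C after 10 min compound preincubation.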
# A549 tox – A549 cytotoxicity, counter-screen for Nrf2 inhibitors. A549 ARE-Fluc cells, CellTiter-Fluor viability, 18-24 h. 0.16% of 390,000 active. Potency, µM (series often up to 46 µM), inactives show top-dose activity change, negative = cytotoxicity, usual class: inhibitors; further: potency means the concentration at half of the fitted maximal effect; on the % scale 0 is the no-effect control and ±100 the full control effect
#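 A549 ARE-Fluc cells in 5% FBS OPTI-MEM, 5000 cells/well, rested 2 h then exposed to compounds in concentration-response for 18-24 h at 37 °C. Viability by CellTiter-Fluor fluorescence (Ex 405/Em 525) after 30 min; luciferase luminescence (BugLite, 15 min, RT) read afterwards.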
# EPAC2 antagonist – EPAC2 (human) antagonism; Potency, µM (titrated, usually from 114 µM), without a hit: at the highest dose activity, negative = inhibition, usual class: inhibitors; AID 720708; Q8WZA2; EPAC2 GEF exchange of Rap1B-BODIPY-GDP, fluorescence; 0.18% of 360,000 active; further: potency means the concentration at half of the fitted maximal effect; on the % scale 0 is the no-effect control and ±100 the full control effect; nearly all actives have a fitted effect of over 45% in size; many of its hits are not listed in these tables
# Target sequence (Q8WZA2 whole entry, looked up): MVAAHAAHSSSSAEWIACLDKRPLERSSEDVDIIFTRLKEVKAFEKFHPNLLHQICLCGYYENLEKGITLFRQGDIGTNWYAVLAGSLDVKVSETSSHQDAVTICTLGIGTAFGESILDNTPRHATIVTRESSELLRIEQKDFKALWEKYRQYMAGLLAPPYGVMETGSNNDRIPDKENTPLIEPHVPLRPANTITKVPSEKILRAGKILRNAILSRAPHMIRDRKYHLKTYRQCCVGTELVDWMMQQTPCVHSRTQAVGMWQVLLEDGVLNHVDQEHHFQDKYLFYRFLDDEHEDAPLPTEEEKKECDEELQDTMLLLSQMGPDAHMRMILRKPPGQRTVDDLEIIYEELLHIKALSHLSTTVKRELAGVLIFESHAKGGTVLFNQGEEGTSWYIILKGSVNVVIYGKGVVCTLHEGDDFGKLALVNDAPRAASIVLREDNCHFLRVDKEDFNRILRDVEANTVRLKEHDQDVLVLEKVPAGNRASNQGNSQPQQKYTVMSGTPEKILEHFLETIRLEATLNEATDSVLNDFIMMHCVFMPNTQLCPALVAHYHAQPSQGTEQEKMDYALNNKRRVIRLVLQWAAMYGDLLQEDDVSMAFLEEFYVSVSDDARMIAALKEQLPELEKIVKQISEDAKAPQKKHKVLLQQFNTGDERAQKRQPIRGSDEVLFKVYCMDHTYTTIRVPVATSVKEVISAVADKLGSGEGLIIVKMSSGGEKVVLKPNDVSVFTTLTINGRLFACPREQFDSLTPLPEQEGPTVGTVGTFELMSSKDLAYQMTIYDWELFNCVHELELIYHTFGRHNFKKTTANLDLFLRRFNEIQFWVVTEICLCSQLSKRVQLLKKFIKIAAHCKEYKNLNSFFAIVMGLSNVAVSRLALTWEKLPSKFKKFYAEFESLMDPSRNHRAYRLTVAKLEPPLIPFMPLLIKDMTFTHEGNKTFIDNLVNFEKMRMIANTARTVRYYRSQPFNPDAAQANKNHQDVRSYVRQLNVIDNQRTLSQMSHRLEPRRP
# Nrf2 activator – activates Nrf2 signaling; AREc32 ARE-luciferase reporter (MCF7-derived line), luminescence, 24 h; Potency, µM (titrated, usually from 46.1 µM), for inactives: at the highest dose activation, usual class: activators; 0.31% of 410,000 active; AID 624171; further: potency means the concentration at half of the fitted maximal effect; % of control where 0% means no effect; nearly all actives have a fitted effect of over 65% in size
#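 AREc32_Fluc, 1000 cells/well, OPTI-MEM + 5% FBS, o/n 37 deg C 5% CO2; 23 nL cpd by pin tool, 24 hr; Steady-Glo 30 min RT, luminescence.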
# Nrf2 block – inhibitors of Nrf2 signaling | Potency, µM (doses to about 46 µM), for the others: at the highest dose activity change, negative = inhibition, most hits filed as inhibitors | A549 ARE-Fluc reporter, luciferase luminescence, 18-24 h | 2.1% of 360,000 active; further: potency means the concentration at half of the fitted maximal effect; on the % scale 0 is the no-effect control and ±100 the full control effect; nearly all actives have a fitted effect of over 60% in size
#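 A549 ARE_Fluc cells, 5000/well, 5% FBS OPTI-MEM; compounds in dose-response, 18-24 h at 37 °C/5% CO2; CellTiter-Fluor viability read (Ex 405/Em 525), then BugLite luciferase luminescence = Nrf2 activity.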
# TGFb SMAD3 inh – blocks TGF-b signaling; HepG2 CAGA-GFP TGF-b/SMAD3 reporter, GFP fluorescence, 18 h; TGF-beta stimulated, 500 pg/mL final; Potency, µM (doses to about 46.1 µM), for inactives: at the top dose activity, negative = inhibition, most hits filed as inhibitors; 1.2% of 410,000 active; AID 588855; further: potency means the concentration at half of the fitted maximal effect; on the % scale 0 is the no-effect control and ±100 the full control effect; nearly all actives have a fitted effect of over 65% in size
#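 First, reporter cells (HEPG2 CAGA-GFP) rested 2 h at 37 degrees C. Next, compounds were pinned in and TGF-beta added to 500 pg/mL final. After 18 h, GFP was imaged per cell and summed per well.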
# EPAC2 ag – agonists of human EPAC2 (RAPGEF4) | AID 720711 | EPAC2 activation, biochemical qHTS; response scale: 100% = 6.5 mM cAMP response | 0.079% of 360,000 active | Potency, µM (top dose mostly 154 µM), without a hit: at the top dose activation, usual class: activators | Q8WZA2; further: potency means the concentration at half of the fitted maximal effect; nearly all actives have a fitted effect of over 50% in size
#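 qHTS, titration series. 100 nM EPAC2 / 250 nM Rap1B-BODIPY-GDP / 50 uM GDP; RT; ex 480/em 540 nm, 5-min reads to 30 min. Norm. to 6.5 mM cAMP = activation.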
# pAkt inh – blocks phosphorylation of Akt | Neuro2A IGF-stimulated pAkt S473 HTRF, 20 min; hits give low values | 0.32% of 360,000 active | activity change, % for hits at 50 µM; in the data active means activity change below about -80%; inconclusive means mostly about -51% to -80%; further: on the % scale 0 is the no-effect control and ±100 the full control effect
#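 Neuro2A cells (4,500/well, DMEM with 0.5% FBS) were treated with compound at a single 50 µM final concentration, stimulated with 6 nM IGF for 20 min at 37 °C, and lysed. Phospho-Akt Ser473 was read by HTRF as 665/615 ratio ×10^4.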
# CCT modulator – cytosolic chaperonin activity modulation. activity change, % (no concentration beside the values), hits read low. purified chaperonin ATPase assay, HTRF ADP detection, 30 min. 0.3% of 360,000 active; in the data active means activity change below about -30%; further: on the % scale 0 is the no-effect control and ±100 the full control effect
#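 ATPase activity: ADP formed was measured by HTRF Transcreener (665/615 nm ratio) after 30 min at 37 deg C with 10 uM ATP. Compounds screened at one 76 uM concentration against 40 or 20 nM TRiC in Tris pH 7.4/KCl/MgCl2/DTT buffer.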
# * marks the source's active call; other numbers are inactive results; i = inactive; ? = inconclusive; · = no result given; [ ] = dose if it differs, or a comment. Unless noted, the call rests on the fitted dose curve; in most records, active means well fitted curve in the direction sought with a large enough effect; inconclusive means small, poorly fitted or top-dose-only effect, or another doubt; inactive means no such curve, though single readings can be large; an effect the other way counts as inactive or inconclusive. Not all compounds are listed (hit frequency here may not be typical).
SMILES,MmCpn inh,A549 tox,EPAC2 antagonist,Nrf2 activator,Nrf2 block,TGFb SMAD3 inh,EPAC2 ag,pAkt inh,CCT modulator
COc1ccc(C)cc1S(=O)(=O)N1CCN(S(=O)(=O)c2cc(C)ccc2OC)CC1,2%,11%,-4%,-0.4%,-4%,4%,-11%,i,-2.8
COc1ccc(OC)c(S(=O)(=O)Nc2ccc3c(c2)N(C(C)=O)CCC3)c1,0%,11%,9%,0.7%,-4%,?,1%,i,1.2
COc1ccc(-c2[nH]ncc2CN2CCN(C(=O)c3ccco3)CC2)cc1F,1%,4%,-7%,2.5%,-5%,-8%,-2%,i,0.9
Cc1ccccc1C(=O)NC1CCN(Cc2ccccc2)CC1,-2%,0%,1%,-0.2%,1%,6%,6%,i,-1.2
C[C@@H]1CN([C@@H](C)CO)C(=O)c2cc(Br)cnc2O[C@@H]1CN(C)C(=O)CN(C)C,·,·,-4%,-0.4%,·,-5%,6%,i,-1.0
COc1ccccc1Nc1c2c(nc3ccc(NC(=O)/C=C/c4cc(OC)c(OC)c(OC)c4)cc13)CCCC2,·,?,·,-6.1%,5%[9.27 µM],4.5µM*,·,·,·
O=C(CSc1ccccc1)Nc1ccc(Cl)c(S(=O)(=O)N2CCOCC2)c1,-10%,-20%,1%,2.9%,23µM*,-2%,17%,i,-2.7
O=C1c2cccnc2C(=O)N1Cc1ccc(S(=O)(=O)N2CCOc3ccccc32)cc1,-1%,0%,-9%,-0.2%,-21%,9%,4%,i,-5.3
COc1cccc(NC(=O)Nc2ccccc2C(N)=O)c1,-20%,-9%,-8%,-0.2%,-1%,1%,7%,i,1.9
CCOCCCNC(=O)C(c1ccc(C)cc1)N1CCOCC1 (stereo not given),-1%,-6%,-4%,-1.5%,2%,11%,12%,i,-1.5
O=C(c1cccc(S(=O)(=O)N2CCOCC2)c1)N(Cc1ccc(F)cc1)Cc1ccco1,-1%,0%,-18%,4.4%,-14%,?,10%,i,-0.9
O=C(COC(=O)COc1ccc(Br)cc1)NCC1CCCO1 (stereo not given),2%,-5%,-2%,-0.3%,0%,5%,2%,i,0.0
Cc1ccc(S(=O)(=O)N2CCC(C(=O)OCC(=O)NCCc3ccccc3)CC2)cc1C,-1%,-6%,-1%,-0.3%,0%,-21%,2%,i,2.3
COC(=O)c1ccc(CSc2nnc(NC(C)C)s2)o1,2%,-11%,8%,-0.8%,-13%,17%,-1%,i,2.5
CC(=O)c1c(C)[nH]c(C(=O)NCc2cccc(Cl)c2)c1C,0%,4%,-18%,0.4%,-22%,0%,7%,i,-5.4
COc1cccc(-c2csc(N3CCN(C(=O)C4CCCCC4)CC3)n2)c1,-2%,-17%,-8%,1.9%,?,?,10%,i,-3.7
O=C(COC(=O)c1ccccn1)NCCCc1ccccc1,0%,-6%,1%,2.5%,7%,19%,-3%,i,-3.3
COc1ccc(CCNC(=O)CNC(=O)c2ccc3c(c2)OCO3)cc1OC,-1%,-4%,2%,-0.8%,-2%,-4%,5%,i,0.6
CCN(c1cccc(C)c1)S(=O)(=O)c1c(C)[nH]c(C)c1C(=O)N1CCCCC1,3%,-2%,-5%,-0.8%,19%,12%,2%,i,-0.6
O=C1c2ccccc2CCCC12N=NCC2c1cccc2ccccc12 (stereo not given),-1%,-4%,0%,-0.5%,16µM*,-4%,16%,i,-0.5
COc1ccc(CCNC(=O)CSC(=O)c2ccccc2)cc1OC,1%,1%,1%,-0.1%,5%,2%,8%,i,-0.2
C[C@@H]1CN([C@H](C)CO)C(=O)CCCn2nncc2CO[C@@H]1CN(C)S(=O)(=O)c1ccccc1C#N,·,·,-3%,0.2%,·,-11%,-4%,i,1.9
COc1ccc(N(CC(=O)N2CCc3ccccc3C2)S(=O)(=O)c2ccc(C)cc2)cc1Cl,·,-1%,·,0.4%,-9%,2%,·,·,·
CCn1c(SCC(=O)N2CCc3ccccc3C2)nc2sc(C)c(C)c2c1=O,2%,-4%,2%,-0.3%,-2%,-10%,-2%,i,-1.3
O=C(CN1CCc2ccccc2C1)NCc1ccco1,-1%,-7%,9%,-0.3%,0%,-3%,-2%,i,-1.6

# Entries above marked active in TGFb SMAD3 inh.
Structure	MmCpn inh	EPAC2 antagonist	Nrf2 activator	TGFb SMAD3 inh	EPAC2 ag	pAkt inh	CCT modulator
COc1ccccc1Nc1c2c(nc3ccc(NC(=O)/C=C/c4cc(OC)c(OC)c(OC)c4)cc13)CCCC2	·	·	-6.1%	4.5µM*	·	·	·

# Next entries:
SMILES,MmCpn inh,A549 tox,EPAC2 antagonist,Nrf2 activator,Nrf2 block,TGFb SMAD3 inh,EPAC2 ag,pAkt inh,CCT modulator
COc1ccc(C(=O)OCC(=O)c2c(N)n(C)c(=O)n(C)c2=O)cc1OC,0%,8%,-5%,-0.2%,-5%,18%,1%,i,-18
CCC(=O)Nc1ccc(C(=O)N/N=C/c2cc(Br)c(OC)cc2OC)cc1,0%,-1%,4%,0.0%,-18%,?,-3%,i,-0.5
COc1cc(OC)cc(-c2cc3cc(F)ccc3cn2)c1,0%,8%,-19%,23%,?,-5%,11%,i,0.6
Cn1c(=O)c2cc(NC(=O)NCCc3cccs3)ccc2n1C/C=C/c1ccccc1,·,·,2%,2.9%,·,-19%,5%,i,1.2
O=C(Nc1ncc(Br)s1)C1CCCN1S(=O)(=O)c1cccc2cccnc12 (stereo not given),-2%,-3%,11%,-0.3%,?,2%,9%,i,-2.2
CNC(=O)c1ccc(-c2ccc(OC)cc2)s1,-10%,1%,-3%,0.1%,?,3%,7%,i,-4.8
Cc1cc(C)cc(-c2nnc(SCC(=O)Nc3cc(C)on3)o2)c1,-5%,-4%,11%,0.5%,?,-1%,10%,i,-0.9
COc1ccc(C(=O)COC(=O)c2cc(=O)c3ccccc3o2)cc1,0%,3%,-1%,0.0%,-7%,-2%,9%,i,-0.5
CC(C(=O)Nc1nc(-c2ccc(F)c(F)c2)cs1)N1C(=O)C2CC=CCC2C1=O (stereo not given),-3%,-2%,-13%,0.1%,-7%,-14%,11%,i,-4.3
O=C(CCn1c(=O)[nH]c2ccsc2c1=O)N1CCN(c2cccc(Cl)c2)CC1,0%,0%,1%,0.2%,-16%,-6%,2%,i,1.7
Cc1ccc(/C(O)=C2/C(=O)C(=O)N(CC(=O)O)C2c2ccc([N+](=O)[O-])cc2)cc1 (stereo not given),0%,4%,6%,0.3%,0%,0%,2%,i,-1.0
O=[N+]([O-])c1cccc(COc2cccc(CN3CCOCC3)c2)c1,·,5%,21%,9.1%,16%,-1%,10%,i,-0.4
O=C(NC1CCSC1=O)C1CC(=O)N(c2ccc(F)cc2)C1 (stereo not given),3%,-5%,13%,-0.2%,0%,2%,3%,i,0.3
CCOc1ccc(C(=O)CCC(=O)N(CC)CC(=O)NCc2cccs2)cc1,-1%,10%,-12%,1.6%,5%,-12%,8%,i,-2.6
COc1ccc(-c2nc3c(c(SCC(=O)Nc4cc(C)cc(C)c4)n2)Cc2c(CO)cnc(C)c2O3)cc1,·,-2%,·,-1.1%,10%,3%,·,·,·
Cc1ccc(C(=O)N2CCN(c3nc4ccccc4n3C)CC2)cc1,2%,1%,-1%,-0.5%,?,-22%,5%,i,-1.2
CCc1ccc(/C=C\C(=O)N2CCc3ccccc3C2)cc1,1%,-3%,4%,2.6%,?,0%,9%,i,-2.0
Cc1ccc(S(=O)(=O)N2CCCCC2)cc1NC(=O)CNCc1ccco1,?,13%,-1%,0.3%,2%,-18%,1%,i,0.1
CC(C)NC(=O)CN1C(=O)CSc2ccc(S(=O)(=O)N3CCCC3)cc21,1%,-8%,0%,-0.8%,-8%,1%,4%,i,-1.2
CCOC(=O)C1CCCN(C(=O)CSCc2ccccc2)C1 (stereo not given),-3%,-4%,-1%,-0.5%,-5%,4%,-4%,i,-2.7
CCc1cccc(NS(=O)(=O)c2ccc3c(c2)n(C)c(=O)c(=O)n3C)c1,·,13%,·,-0.2%,-24%,-20%,·,·,·
C=CCNC(=O)N1CCc2[nH]c3ccc(F)cc3c2C1,-1%,-3%,5%,0.1%,?,18%,7%,i,2.0
O=C(CSc1nnc(-c2cccs2)n1-c1ccccc1)N1CCCC1,?,3%,9%,-1.2%,12%,-5%,9%,i,-4.7
Cc1cc(Nc2cccc(Cl)c2)nc(-c2ccccc2O)n1,-19%,14%,-15%,5.7%,30%,?,19%,i,1.8
CS(=O)(=O)N(CC(=O)NCC1CCCO1)c1ccc(F)c(Cl)c1 (stereo not given),0%,-7%,3%,0.4%,1%,6%,-16%,i,-1.3
O=C(NCCCn1ccnc1)C1CCN(S(=O)(=O)c2cc([N+](=O)[O-])ccc2Cl)CC1,2%,0%,-3%,?,5%,?,-1%,i,-0.6
C=CCn1c(SC(C)C(=O)c2c(N)n(C)c(=O)n(C)c2=O)nnc1-c1ccoc1C (stereo not given),0%,-4%,5%,0.0%,?,-16%,-2%,i,-0.7
O=C(CCN1C(=O)/C(=C/c2ccco2)SC1=S)Nc1ccc(O)cc1C(=O)O,1%,-1%,10%,6.7%,0%,9%,-2%,i,-5.4

# Quoted at random: 3 compounds from above, in no set order.
SMILES,MmCpn inh,A549 tox,EPAC2 antagonist,Nrf2 activator,Nrf2 block,TGFb SMAD3 inh,EPAC2 ag,pAkt inh,CCT modulator
CS(=O)(=O)N(CC(=O)NCC1CCCO1)c1ccc(F)c(Cl)c1 (stereo not given),0%,-7%,3%,0.4%,1%,6%,-16%,i,-1.3
O=C(NC1CCSC1=O)C1CC(=O)N(c2ccc(F)cc2)C1 (stereo not given),3%,-5%,13%,-0.2%,0%,2%,3%,i,0.3
COc1ccc(C(=O)OCC(=O)c2c(N)n(C)c(=O)n(C)c2=O)cc1OC,0%,8%,-5%,-0.2%,-5%,18%,1%,i,-18
